APOBEC3G inh: blocks human APOBEC3G single-stranded DNA deamination | Q9HC16 | recombinant A3G, ssDNA deamination FAM/TAMRA fluorescence | inhibition, % at 20 µM | hit rate 0.28% among 330,000;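 active means inhibition of at least 40% at 20 µM, with no more than 30% in the related APOBEC3A deaminase screen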;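 further: plate controls were DMSO wells with A3G for no effect and wells lacking A3G enzyme for full effect; some compounds called inactive have numbers as strong as hits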
MIN6 prolif: MIN6 beta-cell proliferation induction | MIN6 cells proliferation, ATPlite luminescence, 48 h; cells starved in 0.2% serum; 100% = growth in 10% serum | proliferation, % at 10 µM | hit rate 0.29% among 330,000 | AID 2380;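 active means compounds whose signal lies at least 3.5 SD above the mean of all wells on their plate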;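 further: 0% = DMSO-treated cells in low-serum medium and 100% = 10% serum control; some compounds called inactive have numbers as strong as hits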
NALP3 yeast inh: inhibitors of NALP3 inflammasome in yeast | inhibition, % at 10 µM | Yeast reconstituted NLRP3/ASC/caspase-1, beta-gal luminescence, 24 h | hit rate 0.39% among 330,000;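 active means inhibition of 50% or more; inactive means inhibition below 50%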;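 further: plate controls were induced DMSO wells for no effect and uninduced yeast grown without galactose for full effect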
hIAP block: human IAP inhibition; P09923; purified IAP, CDP-Star luminescence, 30 min; inhibition, % at 10 µM; hit rate 0.12% among 330,000; AID 2544;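 active means inhibition reaching a set limit with compound at 10 µM in the primary screen, cut at about 35% in these data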;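 further: plate controls were DMSO wells with enzyme for no effect and no-enzyme buffer wells for full effect; values of inactives mirror those of a sister screen read the other way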
Target sequence (P09923 whole entry, looked up): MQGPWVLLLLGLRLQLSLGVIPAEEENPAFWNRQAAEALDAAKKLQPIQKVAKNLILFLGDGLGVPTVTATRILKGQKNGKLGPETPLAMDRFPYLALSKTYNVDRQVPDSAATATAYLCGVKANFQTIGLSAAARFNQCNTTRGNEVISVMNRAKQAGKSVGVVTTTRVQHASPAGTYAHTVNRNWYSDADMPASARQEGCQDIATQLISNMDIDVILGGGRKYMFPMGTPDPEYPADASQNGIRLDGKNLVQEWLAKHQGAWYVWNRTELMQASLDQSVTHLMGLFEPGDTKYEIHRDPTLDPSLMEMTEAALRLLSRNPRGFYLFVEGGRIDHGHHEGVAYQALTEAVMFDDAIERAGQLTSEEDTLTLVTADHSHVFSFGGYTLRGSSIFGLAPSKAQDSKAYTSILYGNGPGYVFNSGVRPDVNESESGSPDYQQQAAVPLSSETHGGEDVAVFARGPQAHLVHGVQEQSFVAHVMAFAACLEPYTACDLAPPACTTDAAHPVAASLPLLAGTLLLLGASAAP
mIAP activ: increases mouse intestinal alkaline phosphatase activity; muIAP, CDP-Star luminescence, 30 min; hits give high values; 1 = vehicle-only enzyme signal, 0 = enzyme-free wells; activation factor at 10 µM; hit rate 0.24% among 330,000;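 active means activation factor of at least 2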; further: the source names both 10 and 20 µM as test concentration; values of inactives mirror those of a sister screen read the other way
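Assay system: mouse IAP enzyme; Reagent: CDP-Star chemiluminescent phosphatase substrate; Compound: DMSO-dissolved test compounds; Incubation: 30 min, room temperature; Technique: luminescence from enzymatic CDP-Star hydrolysis; Controls: DMSO-only wells and no-enzyme negative control.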
SENP1 FRET inh: inhibitors of human SENP1 SUMO protease catalytic domain | Q9P0U3 | recombinant SENP1 catalytic domain, CyPet-SUMO1-YPet FRET cleavage | inhibition, % at 10 µM | hit rate 0.21% among 360,000 | AID 624204;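 active means inhibition at least 30% at 10 µM, raw YFP signal under a set limit, fluorescence ratio 0.5 to 1.5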;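 further: 0% = enzyme with DMSO and 100% = no enzyme wells; some results filed as inactive read as strong as hits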
Target sequence (Q9P0U3 419-644 limits assumed): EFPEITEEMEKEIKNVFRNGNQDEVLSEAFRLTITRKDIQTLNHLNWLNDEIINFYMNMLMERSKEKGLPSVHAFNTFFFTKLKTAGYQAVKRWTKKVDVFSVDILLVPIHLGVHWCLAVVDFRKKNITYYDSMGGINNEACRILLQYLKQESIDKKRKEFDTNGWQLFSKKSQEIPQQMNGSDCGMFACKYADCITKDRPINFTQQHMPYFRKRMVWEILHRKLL
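material = recombinant human SENP1 catalytic domain, His6-tagged | quantity = 20 pM enzyme | reagent = 25 nM SUMO1 FRET substrate | compound dosing = 10 µM single point, 0.5% DMSO | timing = 50 min enzyme reaction, room temperature, light-protected | detection = FRET, CFP and YFP emission | control set = no-enzyme low, enzyme-DMSO high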
A3A deaminase: human APOBEC3A DNA deaminase inhibition; P31941; hit rate 0.41% among 330,000; AID 493011; recombinant A3A, FAM/TAMRA ssDNA deamination fluorescence; inhibition, % at 20 µM;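 active means at least 40% inhibition at 20 µM here, with at most 30% in a related deaminase screen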;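 further: plate controls were A3A with DMSO for no effect and wells lacking A3A enzyme for full effect; some results filed as inactive read as strong as hits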
Target sequence (P31941 whole entry, looked up): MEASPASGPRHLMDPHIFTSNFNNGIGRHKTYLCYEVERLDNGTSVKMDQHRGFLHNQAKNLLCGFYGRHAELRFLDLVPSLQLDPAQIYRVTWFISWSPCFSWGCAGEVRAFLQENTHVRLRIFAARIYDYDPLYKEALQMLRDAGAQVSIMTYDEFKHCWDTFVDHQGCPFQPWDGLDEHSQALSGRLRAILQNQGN
hIAP activ: increases human intestinal alkaline phosphatase activity; P09923; purified human IAP, CDP-Star luminescence, 30 min; hits give high values; 1 = vehicle-only enzyme, 0 = enzyme-free background; activation factor at 10 µM; hit rate 0.16% among 330,000;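 active means activation factor of the enzyme at least 2-fold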; further: the source names both 10 and 20 µM as test concentration; values of inactives mirror those of a sister screen read the other way
mIAP block: blocks mouse intestinal alkaline phosphatase | purified mouse IAP, CDP-Star luminescence, 30 min | inhibition, % at 10 µM | hit rate 0.2% among 330,000 | AID 2806;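 active means inhibition of at least 40% at 10 µM in the primary screen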;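 further: plate controls were DMSO with enzyme for no effect and no enzyme wells for full effect; values of inactives mirror those of a sister screen read the other way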
Active calls of the source: *; nt = no result given. These rows are one share of the data; count on the stated rates, not on these rows.

Compound	APOBEC3G inh	MIN6 prolif	NALP3 yeast inh	hIAP block	mIAP activ	SENP1 FRET inh	A3A deaminase	hIAP activ	mIAP block
O=C(/C=C/c1cccc(Cl)c1)NCc1cccs1	-3	-1	36	-8	1.1	1	1	1.1	-8
O=C(NNC(=O)c1cccs1)c1ccc([N+](=O)[O-])cc1	-6	-3	16	-8	0.92	nt	1	1.1	8
Cc1ccc(Nc2cc(-n3nc(C)cc3C)ncn2)cc1	5	-1	9	-12	1.1	0	6	1.1	-6
CN1c2ccccc2-c2nc3ccccc3n2C1c1ccco1 (stereo not given)	-2	-1	7	-9	1	-4	1	1.1	-2
Cc1ccc(NC(=O)CN2C(=O)c3ccccc3C2=O)nc1	-8	-3	9	-1	0.98	2	-1	1	2
CCc1ccc(N2C(=O)c3sc4nnc(-c5ccccc5)c(=O)n4c3C2=O)cc1	-3	-2	33	-23	1.1	1	-2	1.2	-6
Cc1cc(C#Cc2c(-c3ccccc3)n(C)c3ccccc23)ccc1F	4	-7	9	4	1	7	2	0.96	-4
COc1cccc(CNC(=O)C2CCCN2S(=O)(=O)c2ccc3c(c2)C(C)(C)C(=O)N3C)c1 (stereo not given)	-2	-2	2	8	0.92	-1	-2	0.92	8
Cc1nc2c3ccccc3n(Cc3ccccc3F)c2s1	-6	2	-90	4	0.98	-9	-5	0.96	2
Cc1ccc(S(=O)(=O)N2CCOCC2)cc1C(=O)NC(=S)N1CC(C)OC(C)C1 (stereo not given)	-5	-2	9	4	1	0	-3	0.96	0
CCCCC1CCC(C(=O)Nc2ccccc2)CC1 (stereo not given)	-6	0	-8	17	0.99	1	4	0.83	1
CC(=O)O[C@H]1[C@H](C)OC=C[C@@H]1OC(C)=O	-5	4	12	-22	1.1	1	-2	1.2	-7
O=C(O)C1CC=CCC1C(=O)NNc1ccccc1 (stereo not given)	-4	0	9	0	1	0	-5	1	-5
C(=N\C(/N=C/c1ccco1)c1ccco1)/c1ccco1	14	-1	1	-19	0.27	-3	31	1.2	73*
CCc1nnc(NC(=O)C2CC(=O)N(CCc3ccccc3)C2)s1 (stereo not given)	0	-2	8	9	0.93	-1	6	0.91	7
COc1cc(C(=O)Nc2ccccc2NC(=O)c2cc(OC)c(OC)c(OC)c2)cc(OC)c1OC	-4	-1	20	-2	0.98	0	-1	1	2
CCCn1c(=O)[nH]c(=O)c2c1nc(-c1cccs1)n2CCOC	-1	-1	7	2	1	-12	0	0.98	-3
Cc1ccc(C(=O)Nc2ccc(NC(=O)c3cccs3)cc2)c(C)c1	-6	0.0*	-6	7	1	0	-6	0.93	0
CC1CCN(S(=O)(=O)c2ccc(S(=O)(=O)NCC(=O)C(C)(C)C)cc2)CC1	-1	-2	4	-81	0.97	1	1	1.8	3
Cc1cc(NC(=O)CN2C(=O)CC(c3ccco3)Sc3ccccc32)no1 (stereo not given)	4	2	9	-11	1	-40	3	1.1	-3
O=C(O)c1cccnc1C(=O)O	-9	-1	14	3	0.9	5	-4	0.97	10
O=c1[nH]c2cc3c(cc2cc1CN(CCO)S(=O)(=O)c1ccccc1Cl)OCCO3	-3	-2	5	-5	0.95	0	-1	1.1	5
CCC(CC)=C(C#N)C(=O)NC1CCCCC1	1	-1	18	2	1	2	1	0.98	-2
COc1cc(C=C(c2nc3ccccc3s2)c2nc3ccccc3s2)cc(OC)c1O	0	0	40	-21	0.92	-26	8	1.2	8
CC(C)Oc1cccc(C(=O)NC2=NCCS2)c1	5	1	5	-14	1	1	2	1.1	-1
Cc1ccccc1NC(=S)N1CCC(C(=O)c2ccc(F)cc2)CC1	1	1	5	-15	1	1	0	1.1	-4
Cc1cc(NC(=O)CSc2ncc(C(F)(F)F)cc2Cl)no1	-5	6	20	8	0.94	1	-3	0.92	6
COc1ccc(N(CC(=O)NC2CCCCC2)C(=O)CCCC(=O)Nc2ccccn2)c(OC)c1	-4	2	-2	-2	0.94	0	1	1	6
N=C(N=C(N)N)N1CCc2ccccc21	-7	-2	7	13	1.1	0	0	0.87	-7
CC(O)(CS(=O)(=O)Cc1ccccc1)c1ccccc1Cl (stereo not given)	-6	-1	18	-5	1.1	1	-4	1.1	-13
CCc1cc(CNC(=O)CC2C(=O)NCCN2Cc2cccc(OC)c2)on1 (stereo not given)	2	-2	14	10	1	1	-1	0.9	-4
CCCCC(C(=O)O)C(C)CC(=O)NNC(=O)c1ccco1 (stereo not given)	-5	-4	0	11	1	0	1	0.89	-4
O=[N+]([O-])c1ccc2c(c1)oc1ccccc12	1	0	-13	-8	0.91	1	2	1.1	9
CCS(=O)(=O)N1CCC(C(=O)Oc2ccccc2Cl)CC1	-2	3	23	-3	1	3	5	1	-1
Cc1ccc(NC(=O)c2ccccc2NC(=O)CCC(=O)O)cc1	-13	-1	-5	7	0.95	3	-7	0.93	4
O=S(=O)(c1ccc2c(c1)nc1n2CCC1)N1CCOCC1	-7	-1	-1	0	0.93	0	-4	1	7
CCn1c(=N)n(CC(=O)OC)c2ccccc21	-1	0	4	20	0.99	-1	0	0.8	1
Cc1ccc(NC(=O)c2ncn(CC(=O)N[C@H](C)c3cccc4ccccc34)n2)cc1C	0	nt	nt	nt	1.2	2	0	nt	-18
Cc1cc(=O)oc2cc(OCC(=O)N3CC(C)OC(C)C3)ccc12 (stereo not given)	-4	-2	13	1	0.94	nt	-4	0.99	6
CCCCC(=O)NC(=S)NNC(=O)CC#N	9	1	12	-54	0.87	2	-5	1.5	13
CCc1ccccc1NC(=O)Nc1cccn(Cc2ccccc2F)c1=O	-8	-3	24	-14	1.1	1	-1	1.1	-7
CC1CCCN(C(=O)c2ccc(-c3ccccc3Cl)o2)C1 (stereo not given)	-3	-4	15	9	0.99	0	0	0.91	1
c1ccc(COc2cccc(CNn3cnnc3)c2)cc1	-3	0	1	5	0.96	1	-1	0.95	4
COc1cc2cnc(-c3ccsc3)c(-c3ccc(F)cc3)c2cc1OC	-5	-7	-41	0	1	-2	2	0.99	-3
CC1(C)Cc2c(c(N3CCCC3)nc3sc4c(N5CCNCC5)ncnc4c23)CO1	-1	-4	26	-2	1	nt	1	1	0
COc1ccc(-c2cccc(NC(=O)COc3ccc(Cl)cc3)c2)nn1	-1	-2	16	-16	1	-3	0	1.2	-5
Cc1c(N=c2scc(-c3ccccc3)n2C)c(=O)n(-c2ccccc2)n1C	-10	4	8	-7	0.99	0	-3	1.1	1
CCOc1ccccc1NC(=O)CSc1nc(=O)n(Cc2ccncc2)c2c1CCC2	-2	3	23	3	0.94	3	1	0.97	6
O=C(CSc1nnc2ccccn12)NNC(=O)c1ccc(Br)cc1	-4	1	22	-20	1	4	-1	1.2	-1
N/C(=N\OC(=O)N1c2ccccc2Sc2ccccc21)c1ccccc1	1	-6	38	4	1.1	23	0	0.95	-7
O=C(CSc1ncnc2c(-c3ccc(Cl)cc3)nsc12)c1ccccc1	2	-3	-3	1	0.89	-10	3	0.99	11
O=C(COc1ccccc1Br)N1CCNC1=O	5	-6	9	-6	1.1	2	0	1.1	-10
COc1ccc(OC)c(S(=O)(=O)Nc2ccc(C(N)=O)cc2)c1	1	-1	20	-18	1.1	2	0	1.2	-11
CSCCOC(=O)C1=C(C)Nc2ccc(C)cc2S1	-2	-3	7	11	0.97	2	-2	0.89	3
O=C(COC(=O)c1ccccc1Nc1ccc(SC(F)F)cc1)NCc1ccco1	-1	-2	8	13	0.94	-3	-2	0.87	6
Cc1ccc(S(=O)(=O)NCCSc2nnnn2C)cc1	-4	-2	-2	-3	0.94	2	-1	1	6
CC(=O)c1ccccc1NC(=O)CN1C(=O)CS/C1=C\c1nc(-c2ccc(C)cc2)cs1	2	2	19	5	0.87	-2	4	0.95	13
O=C(NCc1cccc(CNC(=O)C(=O)NCc2ccco2)c1)C(=O)NCc1ccco1	13	3	-14	14	0.95	-2	9	0.85	5
COC(=O)CSC1=C(C#N)C(c2ccc3c(c2)OCO3)C2=C(CCCC2=O)N1 (stereo not given)	-4	-2	20	10	0.81	-5	2	0.9	19
CC(=O)c1sc(NCCOc2ccc(C)cc2)nc1C	-3	0	17	-40	0.99	0	1	1.4	1

(next part)
Compound	APOBEC3G inh	MIN6 prolif	NALP3 yeast inh	hIAP block	mIAP activ	SENP1 FRET inh	A3A deaminase	hIAP activ	mIAP block
CCN(CC(=O)NCc1ccc(F)cc1)C(=O)CN1CCN(c2cc(Cl)ccc2C)CC1	-11	0	10	-12	1.1	-1	11	1.1	-8
CC(=O)c1cccc(NC(=O)CCC2CCCC2)c1	-9	0	21	-8	1	3	-5	1.1	-4
CCCCn1nc2cc(C(=O)NCCCCc3ccccc3)ccc2c1OCC	-3	-1	14	2	1	1	2	0.98	0
Cc1oc(-c2cccc(Cl)c2)nc1CN1CCC(C(=O)NCc2cccnc2)CC1	-7	-1	-1	32	0.97	-2	-3	0.68	3
CCC(=O)N1c2ccc(C)cc2C2=NNC(=S)NC21O (stereo not given)	-1	-1	11	9	0.95	10	-2	0.91	5
COc1ccc(/C=N/NC(=O)c2ccccc2O)cc1CSc1ccccn1	-9	1	4	-5	0.94	1	-2	1.1	6
O=C(C[C@H]1C[C@H](C(=O)N2CCCCC2)[C@@]2(CCc3ccccc3)c3[nH]c4ccc(Cl)cc4c3CCN2C1=O)NCCC1=CCCCC1	-2	nt	nt	nt	1.4	-1	-1	nt	-44
FC(F)(F)c1cc(-c2ccc3c(c2)OCO3)nc(NCc2ccco2)n1	1	-6	28	5	0.86	-3	0	0.95	14
O=C(CCSc1nnc(-c2ccncc2)o1)Nc1cccc(Cl)c1	-6	-4	10	-3	1	2	-3	1	-1
CCOC(=O)C(NC(=O)Nc1ccc(Cl)cn1)(Oc1ccc(F)cc1)C(F)(F)F (stereo not given)	-1	1	1	9	0.96	-6	0	0.91	4
CCc1nnc(NC(=O)CSc2nnc(-c3ccco3)o2)s1	-3	-4	11	-22	0.85	1	0	1.2	15
COc1cc(C(=O)Oc2cc(N)n(S(=O)(=O)c3ccc(F)cc3)n2)cc(OC)c1OC	-12	-3	8	-2	0.97	1	-4	1	2
CCN(CC)Cc1c(O)ccc2c(=O)c(-c3ccc(Cl)cc3)coc12	-2	-4	11	0	0.92	-1	-4	1	8
CC1(C)CC(=O)C(C=Nc2ccc(N)cc2)=C(O)C1	-12	-2	10	3	1	-71	-1	0.97	-1
Cc1ccc(C2(c3ccc(C)cc3)CC2C(=O)Nc2ccc([N+](=O)[O-])cc2O)cc1 (stereo not given)	1	-4	8	12	0.89	6	5	0.88	11
COc1ccc(/C=N/OCC(=O)Nc2cc(C)on2)cc1OC	-1	1	13	8	1.1	3	-3	0.92	-8

Source: PubChem (Sanford-Burnham Center for Chemical Genomics)
